# LYPLA1 counter = LYPLA1 inhibitors, primary screen, counter-screen for PME1 inhibitor project, biochemical, fluorescence polarization, FP-Rh probe ABPP | Acyl-protein thioesterase 1 (Homo sapiens), O75608 | recombinant LYPLA1 | inhibition, % at 5.9 µM | 320,000 tested, 0.16% active | AID 2174, 2009;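 active means inhibition above the mean of all tested compounds plus 3 SD, set per campaign, cut at about 14% in these data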;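 further: inhibitors block serine hydrolase probe labeling of LYPLA1 so polarization falls; 0% = enzyme with DMSO and 100% = wells lacking LYPLA1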
# LYPLA2 counter = LYPLA2 inhibitors, primary screen, counter-screen for PME1 inhibitor project, biochemical, fluorescence polarization, FP-Rh probe ABPP; Acyl-protein thioesterase 2 (Homo sapiens), O95372; recombinant LYPLA2; inhibition, % at 5.9 µM; 320,000 tested, 0.38% active; AID 2177, 2009;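 active means inhibition above the screen-wide mean plus 3 SD, limit set per campaign, cut at about 26% in these data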;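 further: 0% = LYPLA2 with DMSO and 100% = wells lacking LYPLA2 enzyme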
# PREPL inhibitor = PREPL enzyme inhibitors, primary screen, biochemical, fluorescence polarization; Prolyl endopeptidase-like (Homo sapiens), Q4J6C6; recombinant PREPL, fluorescence polarization activity-based probe; inhibition, % at 5.96 µM; 320,000 tested, 0.68% active; AID 2751, 2010; in the data active means inhibition above about 43%;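 further: 0% = enzyme with DMSO and 100% = wells lacking enzyme; many of its hits are not listed in these tables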
# PAFAH1B2 FP inh = PAFAH1B2 enzyme inhibitors, primary screen, biochemical, fluorescence polarization, human; AID 492953, 2010; inhibition, % at 3.39 µM; 340,000 tested, 1.2% active; recombinant PAFAH1B2, FP-rhodamine activity probe; Platelet-activating factor acetylhydrolase IB subunit alpha2 (Homo sapiens), P68402;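 active means inhibition above the mean of all tested compounds plus 3 SD, cut at about 24% in these data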;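 further: 0% = enzyme with DMSO and 100% = wells lacking PAFAH1B2; many of its hits are not listed in these tables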
# EBNA-1 inh = EBNA-1 DNA-binding inhibitors, primary screen, biochemical, fluorescence polarization. AID 1950, 2009. 300,000 tested, 0.34% active. inhibition, % at 14.8 µM; in the data active means inhibition above about 28%
# ZTA DNA inh = ZTA (EBV) inhibition in EBNA-1 counter-screen. P03206. ZTA-DNA binding, fluorescence polarization. inhibition, % at 11 µM. 320,000 tested, 0.15% active. AID 2234; in the data active means inhibition above about 33%
# Target sequence (P03206 whole entry, looked up): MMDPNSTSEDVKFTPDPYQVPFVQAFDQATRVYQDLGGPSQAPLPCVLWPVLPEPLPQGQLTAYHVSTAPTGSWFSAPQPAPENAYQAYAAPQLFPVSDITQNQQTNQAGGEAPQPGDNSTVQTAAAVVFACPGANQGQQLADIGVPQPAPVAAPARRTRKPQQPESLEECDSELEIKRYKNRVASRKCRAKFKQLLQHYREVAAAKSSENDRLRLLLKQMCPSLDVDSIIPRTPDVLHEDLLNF
# PAFAH1B3 FP inh = PAFAH1B3 enzyme inhibitors, primary screen, biochemical, fluorescence polarization, human; AID 492972, 2010; Platelet-activating factor acetylhydrolase IB subunit alpha1 (Homo sapiens), Q15102; 340,000 tested, 0.28% active; recombinant PAFAH1B3, FP-rhodamine probe; inhibition, % at 3.39 µM;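 active means inhibition above the screen-wide average of all tested compounds plus 3 SD, cut at about 25% in these data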;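 further: 0% = enzyme with DMSO only and 100% = wells lacking PAFAH1B3 protein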
# Target sequence (Q15102 whole entry, looked up): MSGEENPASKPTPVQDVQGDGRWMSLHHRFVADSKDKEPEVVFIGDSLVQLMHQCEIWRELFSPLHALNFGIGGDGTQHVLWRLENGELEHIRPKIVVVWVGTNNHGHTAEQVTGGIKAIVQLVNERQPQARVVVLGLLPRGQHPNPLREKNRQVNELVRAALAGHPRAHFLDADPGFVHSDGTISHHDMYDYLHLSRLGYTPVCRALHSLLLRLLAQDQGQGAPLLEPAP
# pPAFAH FP inh = pPAFAH enzyme inhibitors, primary screen, biochemical, fluorescence polarization, human. AID 463082, 2010. 330,000 tested, 1.5% active. inhibition, % at 3.39 µM. Platelet-activating factor acetylhydrolase (Homo sapiens), Q13093. recombinant pPAFAH, FP-rhodamine probe fluorescence polarization;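 active means inhibition above the mean inhibition across the screen plus 3 SD, cut at about 25% in these data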;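 further: inhibitors block binding of the rhodamine activity-based probe so polarization drops; 0% = enzyme with DMSO and 100% = wells lacking pPAFAH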
# Target sequence (Q13093 whole entry, looked up): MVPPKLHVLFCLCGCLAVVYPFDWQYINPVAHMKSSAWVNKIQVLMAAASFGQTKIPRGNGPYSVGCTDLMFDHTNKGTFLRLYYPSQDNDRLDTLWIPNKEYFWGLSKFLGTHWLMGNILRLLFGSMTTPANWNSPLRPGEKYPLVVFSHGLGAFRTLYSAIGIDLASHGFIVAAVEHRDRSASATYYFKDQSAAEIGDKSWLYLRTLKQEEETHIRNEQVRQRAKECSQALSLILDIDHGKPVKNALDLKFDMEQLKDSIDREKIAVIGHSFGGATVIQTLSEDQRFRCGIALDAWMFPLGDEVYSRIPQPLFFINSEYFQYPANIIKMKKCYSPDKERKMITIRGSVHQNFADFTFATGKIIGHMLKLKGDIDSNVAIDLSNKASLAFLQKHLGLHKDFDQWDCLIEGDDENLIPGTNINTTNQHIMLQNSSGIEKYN
# PAFAH2 FP inh = PAFAH2 enzyme inhibitors, primary screen, biochemical, fluorescence polarization, human | recombinant PAFAH2, FP-rhodamine activity probe | inhibition, % at 3.39 µM | 340,000 tested, 0.99% active;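 active means inhibition above the mean over all tested compounds plus 3 SD, cut at about 30% in these data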;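 further: inhibitors block probe labeling of enzyme so polarization drops; 0% = enzyme with DMSO and 100% = wells lacking PAFAH2 protein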
# * = called active by the depositor; . = not tested or not shown. An excerpt; count on the stated rates, not on these rows.
SMILES,LYPLA1 counter,LYPLA2 counter,PREPL inhibitor,PAFAH1B2 FP inh,EBNA-1 inh,ZTA DNA inh,PAFAH1B3 FP inh,pPAFAH FP inh,PAFAH2 FP inh
Cc1ccc(OCC(=O)NCc2ccccc2)c([N+](=O)[O-])n1,3,54*,3,3,8,-2,6,2,2
O=[N+]([O-])c1cccc(-c2c(-c3ccccc3)ncc3cc(F)ccc23)c1,-2,0,1,3,.,2,-3,14,3
CCOC(=O)C1=C(N)OC2=C(C(=O)CCC2)C1c1ccc2c(c1)OCO2 (configuration not stated),-1,-3,6,3,13,1,15,1,9
CC(C)Cc1nc(N2CCCCC2)c(C#N)c2c1CCC2,-4,-2,-3,4,-4,6,5,3,1
CCc1ccccc1NC(=S)N(CCCN1CCN(C)CC1)Cc1cccs1,-3,-3,9,-2,9,14,5,5,-1
CC(=O)N1[C@@H]2CC3C4CC=C5C[C@@H](O)CC[C@]5(C)C4CC[C@]3(C)[C@@]21C(C)=O (some centres not stated),-5,-6,-1,-1,2,-6,-1,-8,0
Cc1ccc(C(=O)NN2CCOCC2)cc1[N+](=O)[O-],-2,2,-2,2,1,7,9,-1,2
O=C(NC(Cc1c[nH]c2ccccc12)C(=O)Nc1ccc(F)c([N+](=O)[O-])c1)c1cccs1 (configuration not stated),-15,-14,14,1,-3,3,1,0,-13
CCC(C)NC(=S)N1CCN(C(c2ccccc2)c2ccccc2)CC1 (configuration not stated),-6,-1,-1,6,-2,6,3,3,2
CCN(CC)C1=CC(=[N+]2CCCC2)CC(C)(C)C1,-3,-1,8,4,11,-12,-7,-1,-5
COc1ccccc1NC(=O)C(=O)N/N=C(\C)CC(=O)Nc1ccccc1C(F)(F)F,-1,4,-5,3,4,11,10,2,-8
CCCCn1c2nc3ccccc3nc2c2c(=O)n(CCC)cnc21,3,9,-5,-1,5,-5,-1,-1,4
Cc1ccc(C(=O)NN2CC(O)=C(c3nc(-c4cccc([N+](=O)[O-])c4)cs3)C2=N)cc1,-4,0,23,5,11,14,3,10,4
O=C(N/N=C1\CCCc2c1[nH]c1ccc([N+](=O)[O-])cc21)c1ccncc1,1,-4,-1,.,-1,-7,.,0,.
COc1cc2sc3ccc(-c4ccc5[nH]ccc5c4)cc3c(=O)c2cc1OC,-11,-20,6,0,2,12,7,-13,-5
C/C(=N\NC(=O)C(NC(=O)c1ccccc1)C(C)C)c1ccccc1 (configuration not stated),0,4,-14,5,-3,-4,2,6,-3
COc1ccc(C2Nc3ccccc3C(=O)N2Cc2ccco2)cc1COc1ccc(F)cc1 (configuration not stated),-3,-2,4,-2,0,-8,-8,10,-7
Cc1ccccc1C(=O)N1CCC(C(=O)N(C)CCOc2ccccc2)CC1,1,6,18,5,12,2,2,6,2
Nc1nc(NCc2ccccc2)nc(NCCO)c1[N+](=O)[O-],-1,1,0,0,-3,-9,6,-1,3
CC(CCc1ccccc1)NCc1ccncc1 (configuration not stated),-3,-3,0,2,-2,6,2,1,4
COc1ccccc1NS(=O)(=O)c1cc(N=N/C(C(=O)Nc2ccc(Cl)cc2)=C(/C)O)ccc1C,.,.,15,1,.,.,2,3,-1
COc1ccc(NC(=O)C=C(C)C)cc1Cl,-1,-2,-6,2,10,8,7,1,6
COC(=O)C1=C(C)N(c2ccc(C)c(C)c2)/C(=C/c2ccco2)C1=O,-1,1,2,3,-3,9,-6,8,-3
Cn1c(CNS(=O)(=O)c2ccc(Br)cc2)n[nH]c1=S,0,-3,10,24*,10,0,10,7,4
COc1ccc(CN2CC(=O)N(c3ccccc3OC)C2=S)cc1OC,-2,5,-2,4,5,-7,2,5,0
CCN(CC(F)(F)C(F)F)S(=O)(=O)c1ccc(NC(=O)OC)cc1,1,1,-4,1,-9,1,5,7,6
CCOC(=O)C1=C(C)Nc2sc(C(=O)c3ccc(F)cc3)c(N)c2C1c1ccc(C(=O)OC)cc1 (configuration not stated),-6,-1,10,1,2,-9,4,10,-16
COC(=O)C(/C=N/OCc1ccc([N+](=O)[O-])cc1)NC(=O)c1ccccc1 (configuration not stated),-6,-14,7,1,-7,2,-3,-8,-3
S=C(NCCSCc1ccc(Cl)cc1)Nc1ccccc1,0,12,5,21,-7,-3,7,10,6
CNS(=O)(=O)c1cnccc1N1CCN(c2cccc(C)c2)CC1,2,5,9,0,-5,-12,2,-1,0
CC(=O)c1[nH]c(C)c(C(=O)N2CCCC(Nc3cccc(F)c3)C2)c1C (configuration not stated),5,12,6,-5,-4,-5,8,-3,-7
COc1cc(OC)cc(C(=O)NC(=S)NNC(=O)Cc2cccs2)c1,-1,4,-2,2,10,-9,2,11,3
Nc1ccc(C(=O)Nc2cccc(NC(=O)c3ccc(N)cc3)c2)cc1,-1,3,7,-6,3,7,2,6,-8
O=C(COC(=O)c1ccccc1[N+](=O)[O-])Nc1cc(S(=O)(=O)N2CCOCC2)ccc1N1CCCC1,0,8,3,2,6,-6,5,7,8
Cc1ccc(C)c(NC(=O)CSc2nc3nc(-c4cccs4)cc(C(F)(F)F)c3c(=O)[nH]2)c1,-16,-24,-19,-3,13,23,-1,-3,-1
COCCCNCCOCCOc1ccc(C)cc1[N+](=O)[O-],-4,3,-5,-2,1,7,11,-1,-4

# Compound profiles, from the list above:
# COc1ccc(CN2CC(=O)N(c3ccccc3OC)C2=S)cc1OC in the list: LYPLA1 counter = -2; LYPLA2 counter = 5; PREPL inhibitor = -2; PAFAH1B2 FP inh = 4; EBNA-1 inh = 5; ZTA DNA inh = -7; PAFAH1B3 FP inh = 2; pPAFAH FP inh = 5; PAFAH2 FP inh = 0
# COc1ccccc1NC(=O)C(=O)N/N=C(\C)CC(=O)Nc1ccccc1C(F)(F)F in the list: LYPLA1 counter = -1; LYPLA2 counter = 4; PREPL inhibitor = -5; PAFAH1B2 FP inh = 3; EBNA-1 inh = 4; ZTA DNA inh = 11; PAFAH1B3 FP inh = 10; pPAFAH FP inh = 2; PAFAH2 FP inh = -8

# Six compounds drawn at random from those above:
SMILES,LYPLA1 counter,LYPLA2 counter,PREPL inhibitor,PAFAH1B2 FP inh,EBNA-1 inh,ZTA DNA inh,PAFAH1B3 FP inh,pPAFAH FP inh,PAFAH2 FP inh
C/C(=N\NC(=O)C(NC(=O)c1ccccc1)C(C)C)c1ccccc1 (configuration not stated),0,4,-14,5,-3,-4,2,6,-3
CCN(CC(F)(F)C(F)F)S(=O)(=O)c1ccc(NC(=O)OC)cc1,1,1,-4,1,-9,1,5,7,6
Nc1ccc(C(=O)Nc2cccc(NC(=O)c3ccc(N)cc3)c2)cc1,-1,3,7,-6,3,7,2,6,-8
Cc1ccc(C)c(NC(=O)CSc2nc3nc(-c4cccs4)cc(C(F)(F)F)c3c(=O)[nH]2)c1,-16,-24,-19,-3,13,23,-1,-3,-1
CCN(CC)C1=CC(=[N+]2CCCC2)CC(C)(C)C1,-3,-1,8,4,11,-12,-7,-1,-5
CCc1ccccc1NC(=S)N(CCCN1CCN(C)CC1)Cc1cccs1,-3,-3,9,-2,9,14,5,5,-1

# Later entries
SMILES,LYPLA1 counter,LYPLA2 counter,PREPL inhibitor,PAFAH1B2 FP inh,EBNA-1 inh,ZTA DNA inh,PAFAH1B3 FP inh,pPAFAH FP inh,PAFAH2 FP inh
Cc1ccc(S(=O)(=O)NCC(C)n2nc(C)nc2C)cc1 (configuration not stated),-3,-4,-1,8,11,4,6,1,12
Cc1ccccc1C(=O)Nc1ccc(Br)c(C)n1,3,1,-2,3,0,8,3,7,-4
Cc1ccc(-n2ccnc(SCC(=O)NC3CCCC3)c2=O)cc1F,1,-1,2,-2,-11,-18,9,4,-1
Cc1[nH]c(=S)c(C#N)c(-c2ccccc2)c1C(=O)Nc1ccccc1,-5,-3,-8,5,-6,-7,4,-1,1
Cc1c(C(=O)N(Cc2ccco2)Cc2cccs2)oc2ccccc12,-7,-8,1,4,.,20,8,22,10
Cc1ccc(S(=O)(=O)N2CCN(C(=O)CSc3nc4ccccc4c(=O)[nH]3)CC2)c(C)c1,2,-7,2,6,-6,10,0,-6,-4
CCCN1C/C(=C/c2ccc3c(c2)OCO3)C(=O)/C(=C/c2ccc3c(c2)OCO3)C1,1,4,16,-2,-7,8,3,3,12
Cc1ccc(N(CC(=O)O)C2SC(=O)NC2=O)cc1 (configuration not stated),2,3,-2,-1,4,-1,5,5,7
COc1ccc2c(C)cc(C)nc2n1,-1,3,4,3,-3,4,6,2,0
O=C(CSc1ncnc2ccccc12)N1CCCC1,2,0,12,0,2,-6,2,4,-7
N#C/C(=C/c1ccc(C(=O)O)cc1)C(=O)NCc1ccccc1,0,5,10,2,2,10,-5,1,-4
O=C(CN1C(=O)c2ccccc2S1(=O)=O)N1CCc2ccccc2C1,1,0,3,0,-4,-3,7,6,7
COc1cccc(NC(=O)C2CC(=O)N=C(N)S2)c1 (configuration not stated),0,13,15,8,6,-14,3,1,4
COc1ccc(NC(=O)C2CCCN(C(=O)c3ccc(Cl)cc3)C2)cc1S(=O)(=O)N(C)C (configuration not stated),-3,-3,8,3,.,-1,-12,-5,-2
COc1ncnc(OC)c1S(=O)(=O)Nc1ccc(C(F)(F)F)cc1,1,-5,-2,7,-2,-1,8,3,6
CCOCCCNC(=S)N(CCN(C)C)Cc1cc2cc3c(cc2[nH]c1=O)OCCO3,1,2,12,-3,-12,-7,0,5,2
O=C(COC(=O)c1cc(=O)[nH]c2ccccc12)Nc1nc(-c2cccc(Br)c2)cs1,-26,-22,-49,-21,11,0,-30,-21,-63
S=C(N/N=C/c1ccc2ncccc2c1)Nc1cccnc1,2,4,-7,7,-3,7,7,-1,2
CCCCOC(=O)CSc1nnc(-c2ccc(Cl)cc2Cl)o1,-3,8,9,1,-13,-15,6,4,2
O=C(c1ccc(CS(=O)(=O)c2cccc(C(F)(F)F)c2)o1)N1CCN(c2ccccn2)CC1,-2,2,-3,4,4,17,-1,-1,3
O=C(CCNC(=O)c1ccc(Br)cc1)Nc1cccc(S(=O)(=O)N2CCCCCC2)c1,-7,-9,6,2,-5,-6,-3,12,3
O=[N+]([O-])c1cccc(-c2nnn(C34CC5CC(CC(C5)C3)C4)n2)c1,1,2,8,4,-2,-10,-2,6,-4
Cn1c(=O)c2cc(S(=O)(=O)NC(C(=O)N3CCCCCC3)c3ccccc3)ccc2n(C)c1=O (configuration not stated),0,1,9,0,13,-9,11,0,8
CC(=O)Nc1ccccc1C(F)(F)F,3,2,-2,0,16,6,2,5,2
CCC(=O)c1cn(CC(=O)Nc2ccc(OC)cc2)c2ccccc12,3,-4,-1,-1,2,3,1,-4,4
